GRP78 ERSR act: ER stress response induction in glioma | U87-MG GRP78 promoter luciferase reporter, 16 h | AID 602332 | 420,000 compounds, 0.02% hits | Potency, µM, inactives show top-dose activation, hits mostly activators; note: potency is the fitted concentration of half-maximal effect; series mostly up to about 76 µM; % of control where 0% means no effect; nearly all actives have a fitted effect of over 35% in size
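Stably transfected U87-MG glioma cells carrying a GRP78-based luciferase sensor; 16 h compound incubation. Luminescence end-point read 10 min after Bright-Glo addition at room temperature.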
PI4K2A block: inhibitors of human PI4K2A | Q9BTU6 | purified PI4K2A, ADP-Glo luminescence, 1 h; hits give low values | activity change, negative = inhibition, % at 76.9 µM | 420,000 compounds, 0.13% hits | AID 1346378; in the data active = activity change below about -50%;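 note: -100% = wells without enzyme as full effect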
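Compounds are screened against recombinant PI4K2A using PI as substrate and ATP, the latter dispensed at 300 microM. Reactions run one hour at ambient temperature before ADP-Glo detection; full inhibition defined by wells lacking enzyme.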
LDHA inh: blocks human lactate dehydrogenase A; 480,000 compounds, 0.15% hits; activity change, % (values are at about 110 or 230 µM); purified LDHA, NADH/diaphorase-resazurin fluorescence; hits give low values; P00338; in the data active = activity change below about -30%;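 note: plate controls were DMSO wells for no effect and wells without enzyme for full effect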
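Resorufin fluorescence (ex540/em590), read at 0 and 20 min after diaphorase/resazurin addition, reports the NADH left after a 5 min room-temperature reaction of 2 nM human LDH5 with 0.06 mM NADH and 0.2 mM pyruvate.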
RXFP1 agonist: activates the human relaxin receptor RXFP1 | Q9HBX9 | HEK293T-RXFP1 cAMP TR-FRET, 30 min; response scale: percent of porcine relaxin response, buffer zero | Potency, µM (highest dose often 57.5 µM), for the others: at the top dose activation, usual class: activators | 370,000 compounds, 0.3% hits; note: potency is the fitted concentration of half-maximal effect; % is set by controls: 0 for no effect and ±100 for the full control effect; nearly all actives have a fitted effect of over 60% in size; many of its hits are not listed in these tables
Target sequence (Q9HBX9 whole entry, looked up): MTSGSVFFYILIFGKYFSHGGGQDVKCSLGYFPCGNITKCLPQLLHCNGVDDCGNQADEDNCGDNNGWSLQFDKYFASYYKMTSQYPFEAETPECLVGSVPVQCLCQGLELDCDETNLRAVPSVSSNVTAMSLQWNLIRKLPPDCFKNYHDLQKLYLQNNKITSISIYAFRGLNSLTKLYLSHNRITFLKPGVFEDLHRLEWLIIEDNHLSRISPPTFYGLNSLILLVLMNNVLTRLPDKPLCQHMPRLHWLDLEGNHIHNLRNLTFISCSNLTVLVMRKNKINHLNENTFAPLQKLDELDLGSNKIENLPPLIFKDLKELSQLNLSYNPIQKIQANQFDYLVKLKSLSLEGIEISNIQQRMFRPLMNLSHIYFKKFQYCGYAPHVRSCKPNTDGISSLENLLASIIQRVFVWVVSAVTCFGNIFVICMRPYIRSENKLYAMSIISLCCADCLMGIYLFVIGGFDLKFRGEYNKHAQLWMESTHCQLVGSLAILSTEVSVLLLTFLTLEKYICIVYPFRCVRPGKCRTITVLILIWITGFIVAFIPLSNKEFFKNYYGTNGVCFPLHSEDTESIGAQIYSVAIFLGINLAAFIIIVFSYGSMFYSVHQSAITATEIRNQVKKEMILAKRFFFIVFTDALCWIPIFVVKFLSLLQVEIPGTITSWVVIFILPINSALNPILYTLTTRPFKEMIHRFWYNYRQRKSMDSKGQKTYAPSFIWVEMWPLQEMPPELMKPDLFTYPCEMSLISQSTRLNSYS
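Agonist response is measured as cAMP accumulation in an RXFP1-transfected HEK293T line under PDE4 inhibition. Values are scaled between buffer-only and 29 nM porcine relaxin, and EC50s come from standard Hill equation fits.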
Numbers without * were called inactive; i = inactive; nt = no result given; & = joins results of further samples. Unless noted, calls come from the whole dose curve; as a rule, active = well fitted curve in the direction sought with a large enough effect; inconclusive = small, poorly fitted or top-dose-only effect, or another doubt; inactive = no such curve, though single readings can be large; an effect the other way counts as inactive or inconclusive. Only part of the results is shown. The share of hits here may be higher or lower than overall.

Compound,LDHA inh,GRP78 ERSR act,RXFP1 agonist,PI4K2A block
CCC1CN2CCC1CC2C(O)c1ccnc2ccccc12 (stereo not drawn),nt,-3.9%,nt,nt
CN1CC[C@@]2(CCCN(C(=O)Oc3ccccc3)C2)C1,nt,-5.3%,nt,nt
COc1cc2c(cc1OC)[C@]13CCN4CC5=CCOC6CC(=O)N2[C@@H]1[C@@H]6C5C[C@@H]43 (stereo partly drawn),nt,1.9%,nt,nt
CC(C)(C)C(O)C(Cc1ccc(Cl)cc1Cl)n1cncn1 (stereo not drawn),nt,-6.8%,nt,nt
COC(=O)COc1cc(Cl)c(Cl)cc1Cl,nt,-4.4%,nt,nt
CN1CCCCC1c1cccnc1 (stereo not drawn),nt,-0.7%,nt,nt
c1ccc(N2CC[C@@]3(CCCNC3)C2)nc1,nt,-3.9%,nt,nt
Oc1ccc2c3c1O[C@H]1[C@@H](O)CC[C@]4(O)[C@H](C2)N(CC2CCC2)CC[C@@]314,nt,-3.2%,nt,nt
CCN[C@]1(c2cccs2)CCCCC1=O,nt,-4.8%,nt,nt
CN1[C@@H]2CC[C@H]1CC(OC(c1ccc(F)cc1)c1ccc(F)cc1)C2 (stereo partly drawn),nt,-6.1%,nt,nt
NCC[C@H](O)C(=O)N[C@H]1C[C@@H](N)[C@@H](O[C@H]2O[C@@H](CN)[C@@H](O)[C@@H](O)[C@@H]2N)[C@@H](O[C@H]2O[C@@H](CO)[C@@H](O)[C@@H]2O)[C@@H]1O,nt,-2.6%,nt,nt
C[C@]12CCC3C(CC[C@H]4C[C@H](O)CC[C@]34C)[C@@H]1CC[C@@H]2C(=O)CO (stereo partly drawn),nt,-0.3%,nt,nt
CCCC(C)(COC(N)=O)COC(N)=O,nt,-3.1%,nt,nt
NC(=O)CF,nt,-0.1%,nt,nt
CO/C1=C\C(C)=C\[C@@H](C)[C@@H](O)[C@H](C)C/C(C)=C/C=C/[C@H](OC)[C@H]([C@@H](C)[C@@H](O)[C@H](C)[C@H]2C[C@@H](O)[C@H](C)[C@@H](C(C)C)O2)OC1=O,nt,-4.4%,nt,nt
COc1ccc(C(=O)O[C@H]2CC[C@@]3(C)C4CCC5[C@]6(O)C[C@H](O)[C@@]7(O)C(CN8C[C@@H](C)CC[C@H]8[C@@]7(C)O)[C@]6(O)C[C@@]53O[C@@]42O)cc1OC (stereo partly drawn),nt,-4.6%&-3.4%,nt,nt
CN(C(=O)Cc1ccc(Cl)c(Cl)c1)[C@@H](CN1CCCC1)c1cccc(OCC(=O)O)c1,nt,-1.3%,nt,nt
Cc1ncc2n1-c1ccc(Cl)cc1C(c1ccccc1F)=NC2O (stereo not drawn),nt,-7.9%,nt,nt
C=CCN1C[C@H](C)N([C@@H](c2ccccc2)c2ccc(C(=O)N(CC)CC)cc2)C[C@H]1C,nt,-2.2%,nt,nt
CO[C@H]1C=C2CCN(C)[C@@H]2[C@@H]2c3cc4c(cc3C(=O)O[C@H]21)OCO4,nt,-2.9%,nt,nt
CCCOCCN(C(=O)CCl)c1c(CC)cccc1CC,nt,-5.4%,nt,nt
O=C(O)/C=C/CO,nt,-3.1%&-3.5%,nt,nt
C[C@@H]1Cc2c(Cl)cc(C(=O)N[C@H](Cc3ccccc3)C(=O)O)c(O)c2C(=O)O1,nt,-0.4%,nt,nt
CCCCN(CC)c1c([N+](=O)[O-])cc(C(F)(F)F)cc1[N+](=O)[O-],nt,-4.2%,nt,nt
CCN(CC)C(=O)N[C@@H]1C=C2c3cccc4[nH]cc(c34)C[C@H]2N(C)C1,nt,-4.0%,nt,nt
CC[C@@H]1CN2CCc3cc(OC)c(OC)cc3[C@H]2C[C@@H]1C[C@@H]1NCCc2cc(O)c(OC)cc21,nt,-5.8%,nt,nt
CN1C[C@H](CO)C=C2c3cccc4[nH]cc(c34)C[C@@H]21,nt,-3.0%,nt,nt
CN1C2CC(=O)CC1C(O)C2 (stereo not drawn),nt,-3.1%,nt,nt
O=C(Nc1cccc(F)c1)N1CC[C@@]2(CCCN(C(=O)Oc3ccccc3)C2)C1,nt,-3.9%,nt,nt
O=C(NCNC(=O)N[C@H]1C(=O)NC(=O)N1CO)N[C@H]1C(=O)NC(=O)N1CO,nt,-3.2%,nt,nt
CC(=O)CC(c1ccc(O)cc1)c1c(O)c2ccccc2oc1=O (stereo not drawn),nt,4.4%,nt,nt
CC(C)(c1ccc(OCC2CO2)cc1)c1ccc(OCC2CO2)cc1 (stereo not drawn),nt,-11.3%&-2.7%,nt,nt
CCCCCC[C@H]1C(=O)O[C@H](C)[C@H](NC(=O)c2cccc(NC=O)c2O)C(=O)O[C@@H](C)[C@H]1OC(=O)CC(C)C,nt,-1.8%,nt,nt
C[C@@]12CC[C@H]3[C@@H](CC[C@@H]4C[C@H]5S[C@H]5C[C@]43C)[C@H]1CC[C@H]2O,nt,-2.4%,nt,nt
COc1cc2c(cc1OC)-c1c(O)c(OC)cc3c1[C@H](C2)N(C)CC3,nt,0.1%,nt,nt
c1ccc([C@H]2CNCc3ccccc32)cc1,nt,-2.7%,nt,nt
C=C1C/C(=C\C)C(=O)O[C@@H]2CCN3CC=C(COC(=O)[C@@]1(C)O)[C@H]23,nt,-5.3%,nt,nt
C[C@H]1CO1,nt,-0.4%,nt,nt
CS(=O)(=O)Nc1ccc(Cc2noc(-c3ccc4[nH]cc(CCN)c4c3)n2)cc1,nt,-2.8%&-4.7%,-1.3%,nt
Cc1nnc2n1-c1ccc(Cl)cc1C(c1ccccc1)=NC2,nt,-1.7%,3.2%,nt
CN1CCN(C(=O)OC2c3nccnc3C(=O)N2c2ccc(Cl)cn2)CC1 (stereo not drawn),nt,-1.0%&-3.1%,-3.8%,nt
C[C@]12CC[C@H]3[C@@H](CC[C@@]45O[C@H]4C(O)=C(C#N)C[C@]35C)[C@H]1CC[C@H]2O,nt,nt,nt,1.7
CC(C)(C)n1nnnc1C1CN=C(c2ccccc2)c2ccccc2N1 (stereo not drawn),nt,nt,nt,-2.0
N#CCC[C@@H]1CC[C@]2(CCCN(Cc3ccccn3)C2)O1,nt,nt,nt,-0.7
CCOC(=O)C1(c2ccccc2)CCN(CCc2ccc(N)cc2)CC1,nt,nt,nt,2.2
CC(C)(C)OC(=O)NCCCCC(N)[P+](=O)O (stereo not drawn),nt,nt,nt,-7.1
CO[C@H]([C@H](C)/C=C/N(C)C=O)[C@@H](C)C(=O)CC[C@H](C)[C@H](O)[C@H](C)[C@H]1OC(=O)/C=C/C(C)=C/[C@H](O)[C@H](OC)C[C@@H]2C=CC[C@@H](C[C@H](OC)[C@@H](CO)[C@@H](OC)C[C@@H](OC)[C@@H]1C)O2,nt,nt,nt,5.1
N#CCC[C@@H]1CC[C@]2(CCCN(Cc3ccncc3)C2)O1,nt,nt,nt,0.4
ClCc1cccc(Cl)c1,nt,nt,nt,2.9
COC(=O)[C@@]1(O)c2c(oc3cccc(O)c3c2=O)C=C[C@H]1O,nt,nt,nt,4.8
COC(=O)[C@H]1C[C@@]2(C)c3ccccc3N[C@H]2N1,nt,nt,nt,-5.3
CC(Cc1ccccc1)N(C)Cc1ccco1 (stereo not drawn),nt,nt,nt,-0.9
CN1C(=O)[C@@]23C[C@]4(c5c[nH]c6ccccc56)c5ccccc5N(S(=O)(=O)c5ccccc5)[C@@H]4N2C(=O)[C@@H]1SS3,nt,nt,nt,-3.5
CCc1ccc(C2CCNCC2)cc1,nt,nt,nt,1.2
C[C@@H]1O[C@@H](O[C@@H]2C=C3CC[C@@H]4[C@H](CC[C@]5(C)[C@@H](c6ccc(=O)oc6)CC[C@]45O)[C@@]3(C)CC2)[C@H](O)[C@H](O)[C@H]1O,nt,nt,nt,4.1
NC(Cc1ccccc1)[P+](=O)O (stereo not drawn),nt,nt,nt,-5.2

Going on with the list:
Compound,LDHA inh,GRP78 ERSR act,RXFP1 agonist,PI4K2A block
Cc1ccc2c(c1)C1CN(C)CCC1N2 (stereo not drawn),nt,nt,nt,i
Cc1cc(O)c2c(c1)C(=O)[C@@]13C(=C2O)C(=O)[C@H]2C(O)[C@@H]1[C@H]1C(O)[C@@H]3C(=O)C3=C(O)c4c(O)cc(C)cc4C(=O)[C@@]312 (stereo partly drawn),nt,nt,nt,-75.8*
Cc1cccc(C(C)c2cnc[nH]2)c1C (stereo not drawn),nt,nt,nt,-0.6
CCOC(=O)CC[C@@H]1CC[C@]2(CCCN(Cc3ccccn3)C2)O1,nt,nt,nt,-6.2
CN1CC[C@]23c4c5ccc(O)c4O[C@H]2[C@@H](O)CC[C@H]3[C@H]1C5,nt,nt,nt,i
CC(=O)OCC1=C(C(=O)O)N2C(=O)[C@@H](N)[C@H]2SC1,nt,nt,nt,i
CC[C@H]1C[C@@H]2C[C@H]3c4[nH]c5ccc(OC)cc5c4CCN(C2)[C@@H]13,nt,nt,nt,i
C=CCC1(C(C)CC)C(=O)NC(=O)NC1=O (stereo not drawn),nt,nt,nt,0.9
C[C@H](NC(=O)OCc1ccccc1)C(=O)NC(Cc1ccccc1)P(=O)(Oc1ccccc1)Oc1ccccc1 (stereo partly drawn),nt,nt,nt,-3.8
CN1c2ccc(Br)cc2[C@H]2NCC[C@H]2[C@H]1CO,nt,nt,nt,0.8
COc1ccc2c3c1O[C@H]1[C@H](O)CC[C@H]4[C@@H](C2)N(C)CC[C@@]341,nt,nt,nt,i
O=c1c(C2CC(c3ccc(-c4ccc(Br)cc4)cc3)Cc3ccccc32)c(O)sc2ccccc12 (stereo not drawn),nt,nt,nt,-6.6
C=CCCC(NC(=O)OCc1ccccc1)P(=O)(Oc1ccccc1)Oc1ccccc1 (stereo not drawn),nt,nt,nt,5.8
CN1CCC(NC2CCCC2)CC1,4.2,nt,nt,nt
O=C(CN1CC=C(c2ccccc2)CC1)N(C1CCCC1)C1CCS(=O)(=O)C1 (stereo not drawn),-4.3,nt,nt,nt
Cc1[nH]c2c(C(C)C)cccc2c1CCN,3.3,nt,nt,nt
c1ccc(CCNCC2CCCCC2)cc1,-3.1,nt,nt,nt
COc1ccc(C)cc1CCNCc1ccc(C)s1,-4.0,nt,nt,nt
Cc1sc2c(c1C)C(c1ccc(F)cc1)=NCC(=O)N2CC(=O)Nc1ccccc1,-0.6,nt,nt,nt
Ic1ccc(CN2CCNCC2)cc1,1.3,nt,nt,nt
CC(C)NC(=O)C(C)Cl (stereo not drawn),7.1,nt,nt,nt
CN1CCC(OC(=O)c2ccccc2)(c2ccccc2)C(C)(C)C1 (stereo not drawn),4.5,nt,nt,nt
Cc1c(-c2ccc(Br)cc2)c(=O)oc2ccc(OC(=O)N(C)C)cc12,8.3,nt,nt,nt
c1ccc(CCNCC2CCCO2)cc1 (stereo not drawn),3.1,nt,nt,nt

Screening data from PubChem BioAssay.
